# WRN inhibitor – inhibitors of human WRN helicase. Potency, µM (highest dose often 114 µM), for the others: top-dose activity change, negative = inhibition, actives largely listed as inhibitors. WRN helicase unwinding, fluorescent forked duplex, kinetic. AID 651768. actives 0.46% (n = 360,000); also: potency is read from the fitted curve at half-maximal effect; % is scaled to controls: 0 for no effect and ±100 for the full control effect; nearly all actives have a fitted effect of over 55% in size
#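 Primary qHTS, 1536-well format. 20 nM WRN + compound, 15 min RT; start with 100 nM forked fluorophore/quencher duplex, 2 mM ATP (final); kinetic read ex 525/em 598 nm.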
# HEK293 tox – cytotoxicity counter-screen for GLP-1 receptor inverse agonists; HEK293 cAMP-luciferase reporter cells, luminescence, 24 h; AID 624418; Potency, µM (top dose mostly 38.3 µM), inactives show at the top dose activity change, negative = inhibition, actives largely listed as inhibitors; actives 0.13% (n = 410,000);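 also: loss of luciferase light is scored as toxicity; potency is read from the fitted curve at half-maximal effect; % is scaled to controls: 0 for no effect and ±100 for the full control effect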
#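 Step one: seed cells (200 cells/uL, DMEM with 10% Nu serum, 1% pen-strep). Step two: 12-hour incubation at 37 deg C. Step three: pin 23 nL compound, incubate 24 hr. Step four: add luciferase reagent, read luminescence 12 min later.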
# GLP1R ag – agonists of human GLP-1 receptor; P43220; HEK293 GLP-1R CRE-luciferase, luminescence, 4-6 h; cells express a hypersensitive GLP-1R form; Potency, µM (titrated, usually from 45.6 µM), inactives show at the highest dose activation, usual class: activators; actives 0.007% (n = 380,000); also: potency is read from the fitted curve at half-maximal effect; % of control where 0% means no effect
# Target sequence (P43220 whole entry, looked up): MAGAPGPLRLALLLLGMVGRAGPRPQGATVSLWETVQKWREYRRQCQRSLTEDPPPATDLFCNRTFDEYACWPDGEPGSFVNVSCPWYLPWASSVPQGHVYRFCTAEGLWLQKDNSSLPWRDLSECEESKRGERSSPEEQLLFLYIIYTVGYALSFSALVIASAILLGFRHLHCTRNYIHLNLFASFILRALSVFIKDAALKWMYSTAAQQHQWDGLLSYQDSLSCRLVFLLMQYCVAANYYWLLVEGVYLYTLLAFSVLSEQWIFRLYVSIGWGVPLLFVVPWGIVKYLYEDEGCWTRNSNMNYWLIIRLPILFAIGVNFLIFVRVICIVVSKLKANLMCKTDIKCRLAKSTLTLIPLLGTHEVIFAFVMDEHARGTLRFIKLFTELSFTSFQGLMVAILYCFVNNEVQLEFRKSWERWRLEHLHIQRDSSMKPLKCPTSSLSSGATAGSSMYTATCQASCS
# IL2 activator – activates IL-2 in a cell-based reporter assay; IL-2 activation reporter assay, cell-based qHTS; stimulated with anti-CD3/CD4/CD28 beads; in transgenic mouse T cells; activation, % (series mostly up to about 46 µM); actives 0.065% (n = 360,000); in the data active = activation above about 50%; inconclusive = mostly about 30% to 49%; also: 0% is about no effect
#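 Readout: EGFP and DsRed signals by fluorescent plate cytometry. Unstimulated transgenic mouse T cells received compound 60 min before antibody-bead stimulation, then incubated 18 h at 37 degrees C.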
# D3 antag – D3 dopamine receptor (human) antagonism; D3R cells, DiscoveRx beta-arrestin luminescence, antagonist mode; active compounds read low; max response, negative = inhibition, %; P35462; actives 2.5% (n = 360,000); in the data active = max response below about -50%; inconclusive = no clear call, values can overlap the other calls; also: % is scaled to controls: 0 for no effect and ±100 for the full control effect; mostly tested at two doses, the higher about 12 µM
# Target sequence (P35462 whole entry, looked up): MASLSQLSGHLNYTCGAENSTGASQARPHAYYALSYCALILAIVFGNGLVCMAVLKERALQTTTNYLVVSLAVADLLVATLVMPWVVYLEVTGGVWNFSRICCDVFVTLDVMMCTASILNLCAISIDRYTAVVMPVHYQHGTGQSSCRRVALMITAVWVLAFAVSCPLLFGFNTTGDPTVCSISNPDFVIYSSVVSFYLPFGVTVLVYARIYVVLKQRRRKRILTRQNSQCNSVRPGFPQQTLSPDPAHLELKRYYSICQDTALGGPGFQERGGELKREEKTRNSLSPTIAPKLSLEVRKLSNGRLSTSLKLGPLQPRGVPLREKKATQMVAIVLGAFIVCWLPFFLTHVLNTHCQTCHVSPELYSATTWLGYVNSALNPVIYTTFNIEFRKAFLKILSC
#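 Cells expressing the human receptor were seeded at 1500 cells/well, incubated overnight at 37 degrees C in 5% CO2, then exposed to library compounds with dopamine controls for 90 minutes at 37 degrees C before luminescent detection.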
# PLK1 PBD block – blocks phosphopeptide binding to human PLK1 polo-box domain; P53350; Plk1 PBD binding of FITC phosphopeptide, fluorescence polarization; Potency, µM, for the others: max response, negative = inhibition, usual class: inhibitors; actives 2.8% (n = 360,000); AID 720504; also: potency is read from the fitted curve at half-maximal effect; series mostly up to about 57 µM; % is scaled to controls: 0 for no effect and ±100 for the full control effect; nearly all actives have a fitted effect of over 65% in size
# GLP1R inv ag – acts as inverse agonist at human GLP-1 receptor. P43220. HEK293 GLP-1R CRE-luciferase, luminescence, 24 h; GLP-1R form is constitutively active. Potency, µM (titrated, usually from 38.3 µM), for inactives: top-dose activity change, negative = inhibition, most hits filed as inhibitors. actives 1.6% (n = 410,000). AID 624417; also: potency is read from the fitted curve at half-maximal effect; % is scaled to controls: 0 for no effect and ±100 for the full control effect; nearly all actives have a fitted effect of over 55% in size
#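 Constitutively active GLP-1R drives a cAMP-responsive luciferase in stably transfected HEK293 cells; test compounds are added after overnight (12 h) attachment and left 24 hr, and signal loss in luminescence marks inhibition.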
# PI5P4K alpha inh – PI5P4K alpha (human) kinase inhibition; actives 1.2% (n = 330,000); PI5P4Kalpha enzyme, ADP-Glo luminescence, 60 min; active compounds read low; P48426; max response, %; active = max response of -50% or lower; inconclusive = between -30% and -50%; inactive = -30% or higher; also: value at the top dose of about 77 µM; % is scaled to controls: 0 for no effect and ±100 for the full control effect
#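 Single end-point luminescence (ADP-Glo) quantified ADP from PI5P4Kalpha turnover; ATP 5 microM final, 1 h at RT, 0.1% CHAPS and 0.28 mM EGTA in HEPES pH 7.4.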
# DRD3 agonist – agonists of human D3 dopamine receptor. D3R DiscoveRx beta-arrestin cells, luminescence, 90 min. max activation, %. actives 0.58% (n = 410,000). P35462; in the data active = max activation above about 30%; also: 0% is about no effect; mostly tested at two doses, the higher about 12 µM
#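 Agonist mode: compounds and dopamine controls were applied to plated cells for 90 min at 37 degrees C after an overnight attachment at 1500 cells/well. Luminescent read-out followed 30 - 60 minutes at room temperature with DiscoveRx detection reagent.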
# Active calls of the source: *; ? = inconclusive; / = not tested or not shown; [ ] = remark or other dose. Unless noted, calls follow the shape of the dose curve; as a rule, active = well fitted curve in the direction sought with a large enough effect; inconclusive = small, poorly fitted or top-dose-only effect, or another doubt; inactive = no such curve, though single readings can be large; an effect the other way counts as inactive or inconclusive.
# Under each structure – WRN inhibitor	HEK293 tox	GLP1R ag	IL2 activator	D3 antag	PLK1 PBD block	GLP1R inv ag	PI5P4K alpha inh	DRD3 agonist
COc1ccc(/C=c2/sc3n(c2=O)NC2(c4ccccc4)N(C)C(=O)N(C)C2(c2ccccc2)N=3)cc1 (stereo not given)
  -9.9%	8.4%	0.8%	-0.4	0.2	3.1%	2.1%	11.8	4.2
COc1ccc(-n2nc(C(=O)NCc3cc(OC)ccc3OC)c3c4ccccc4n(C)c3c2=O)cc1
  3.7%	-9.5%	3.9%	-1.9	3.0	0.1%	-10.8%	2.0	21.3
Cc1ccnc(NC(=O)C(Cc2ccccc2)NC(=O)c2ccccc2)c1 (stereo not given)
  10.0%	-3.6%	7.2%	-0.4	-2.3	-2.5%	?	-7.2	-1.3
O=C(O)C1CCCCC1C(=O)Nc1ccc(OCc2ccccc2)cc1 (stereo not given)
  6.0%	-2.7%	-0.2%	-0.5	-28.4	3.4%	-1.7%	-8.3	-8.5
Cc1cccc(N(CC(=O)NC(C)(C)C)C(=O)CS(=O)CC(=O)Nc2ccc3c(c2)OCO3)c1 (stereo not given)
  -4.1%	4.5%	4.6%	0.4	18.4	1.3%	-11.5%	0.7	2.2
CC(=O)Nc1nc(-c2ccccc2)nc(C)c1C(C)=O
  -1.0%	-1.1%	-13.0%	-0.4	16.1	-4.8%	16.1%	2.9	-4.1
c1ccc(-c2nnc(-c3ccccc3)o2)cc1
  -11.5%	0.9%	0.0%	-0.4	0.0	-0.7%	4.2%	-1.4	4.4
CCCCc1ncc(CN2CCC(CC3CCCCO3)(C(=O)OCC)CC2)[nH]1 (stereo not given)
  -0.3%	-10.2%	15.7%	-1.3	-0.8	-5.5%	-10.6%	8.1	-13.0
O=S(=O)(c1ccc(S(=O)(=O)n2cnc3ccccc32)cc1)N1CCCCCC1
  10.3%	-7.4%	-8.4%	-0.3	-0.3	-7.6%	0.0%	/	5.6
O=C(O)/C=C/C(=O)Nc1ccc(Cc2ccc(NC(=O)/C=C/C(=O)O)cc2)cc1
  -16.2%	0.0%	-1.1%	-0.5	10.7	?	?	?	0.0
COc1ccccc1N(CC(=O)N/N=C(\C)c1cccc(Br)c1)S(C)(=O)=O
  3.9%	4.2%	21.9%	-3.0	-1.7	-1.1%	27.0%	-5.0	0.8
CCC(=O)N(Cc1ccc(S(N)(=O)=O)cc1)C1CC(=O)N(c2ccc(OC)cc2)C1=O (stereo not given)
  -2.4%	-3.6%	0.2%	-0.1	3.1	1.0%	-1.3%	-10.1	-6.4
COCCCn1c(=O)/c(=C\c2ccccc2OC(C)C)s/c1=C(/C#N)C(=O)Nc1ccc(C(=O)O)cc1
  ?	-3.4%	4.0%	0.2	1.9	?	3.5%	6.4	-9.2
CC12CCC(=O)N1C(C(=O)NCCN1C(=O)S/C(=C\c3ccccc3Cl)C1=O)CS2 (stereo not given)
  7.8%	-1.5%	7.0%	0.4	-5.7	-19.5%	-24.8%	-5.1	-1.6
Cc1ccc(N2C(=O)c3cccc4c(Oc5ccccc5[N+](=O)[O-])ccc(c34)C2=O)c(C)c1
  -4.9%	-4.1%	-0.4%	4.3	-14.3	2.1%	?	-1.8	5.0
CCc1nc(SCc2ccccc2C)n[nH]1
  8.0%	-9.6%	-4.6%	2.8	-9.3	-22.5%	6.6%	-2.2	-3.5
CCCCC(=O)Nc1ccc(C(=O)c2ccccc2)cc1
  -4.6%	-6.3%	17.7%	-3.8	4.3	-9.1%	?	0.9	1.6
CC(=O)c1cnn(-c2c(Cl)cc(Cl)cc2Cl)c1C
  -5.3%	7.1%	-2.0%	0.0	-1.8	-5.1%	-12.6%	-1.9	-4.6
COc1ccc(C(=O)NC2CCN(CC(=O)Nc3c(C)cccc3C)CC2)cc1OC
  8.7%	-6.2%	-1.7%	0.2	9.9	-3.4%	10.1%	0.9	1.8
CCC(C)(C)n1nnnc1C(c1ccc(C)cc1)N1CCC(C)CC1 (stereo not given)
  -1.3%	-7.1%	3.1%	-0.1	?	-8.4%	?	2.3	-4.9
Fc1ccccc1OCCCCN1CCCCC1
  4.3%	-8.2%	-2.1%	0.2	-81.2*	-5.6%	19.1%	-0.1	-19.5
O=C(Cc1cccs1)N/N=C/C=C/c1ccccc1[N+](=O)[O-]
  -9.2%	-29.8%	14.3%	1.0	-13.3	-6.9%	?	8.1	-17.9
COc1ccc(NC(=O)c2cccnc2N2CCCC2)cc1
  1.0%	-33.0%	2.5%	-2.7	-11.3	-5.7%	-10.5%	/	-31.9
CCOC(=O)N1CCN(CCC(=O)Nc2cc(OC)ccc2OC)CC1
  -6.4%	-1.6%	9.7%	1.1	2.0	-7.8%	1.0%	6.2	6.2
Cc1nn(Cc2ccc(Cl)cc2Cl)c(C)c1NC(=O)Cn1nc([N+](=O)[O-])c(Cl)c1C
  9.2%	-2.1%	3.7%	-0.1	0.0	-7.4%	0.7%	-14.4	-7.5
CCCCC(O)(C(NC=O)C(=O)OC)C(F)(F)F (stereo not given)
  0.2%	-9.3%	-0.8%	-3.0	4.8	-1.4%	0.1%	5.5	-1.3
O=C(CCN1C(=O)S/C(=C/c2ccccc2)C1=O)Nc1ccc(O)c(C(=O)O)c1
  -29.7%	-0.6%	-1.7%	-2.5	6.3	-19.9%	10.7%	?	5.6
CCCn1c(SCC(=O)Nc2cc(S(=O)(=O)N3CCOCC3)ccc2Cl)n[nH]c1=O
  -19.4%	14.9%	7.0%	-4.9	51.8	-19.0%	-6.9%	-7.3	-5.8
CC(Oc1ccccc1Cl)C(=O)/C=C/N(C)C (stereo not given)
  -17.9%	17.0%	1.4%	5.2	-17.0	-16.4%	?	/	-3.6
O=S(=O)(Nc1ccc(Br)cc1)c1cccc2cccnc12
  -10.9%	15.3%	20.7%	-0.6	-21.8	-11.7%	?	-4.8	8.4

# Remaining list, next part:
# Under each structure – WRN inhibitor	HEK293 tox	GLP1R ag	IL2 activator	D3 antag	PLK1 PBD block	GLP1R inv ag	PI5P4K alpha inh	DRD3 agonist
CCOC(=O)C1(CC2CCCCO2)CCN(Cc2ccccc2-c2ccco2)CC1 (stereo not given)
  1.3%	-6.2%	14.3%	0.3	1.7	-0.4%	?	1.2	-12.0
COc1ccc(NC(=O)COc2cccc(-n3cnnn3)c2)cc1Cl
  -21.5%	-0.8%	11.9%	-4.4	8.9	3.0%	28.5%	5.5	11.3
CCC(C)NC(=O)CSc1ncnc2sccc12 (stereo not given)
  -3.9%	6.3%	4.0%	-0.3	1.2	-1.9%	4.2%	-0.5	0.6
O=S(N1CCCCCC1)C12CC3CC(CC(C3)C1)C2 (stereo not given)
  2.4%	-4.4%	0.1%	1.7	-1.1	-1.6%	?	-6.4	5.5
COc1cc(CC(=O)Oc2ccc3c(c2)OCO3)cc(OC)c1OC
  5.2%	-7.5%	2.6%	-1.3	-5.8	-1.9%	-1.4%	-2.0	0.7
CCOC(=O)N1CCN(C(=O)c2ccc(S(=O)(=O)NCc3ccco3)cc2)CC1
  1.3%	11.3%	2.6%	-2.5	8.2	-1.1%	11.0%	6.1	-4.2
C=CCn1c(SC)nnc1-c1cccc([N+](=O)[O-])c1
  -4.0%	-14.1%	-3.2%	0.7	-15.4	-5.4%	0.0%	4.3	0.3
O=C(O)CNS(=O)(=O)c1ccc2c3c(cccc13)C(=O)N2
  56.2µM*	130.2%[activator]	0.5%	0.2	0.0	-10.2%	0.4%	-16.2	-7.2
Cc1ccc(C)c(Nc2cc(C)nc3ccccc23)c1
  -5.6%	?	-6.5%	-0.8	0.0	-12.6%	7.08µM*	-0.2	-6.3
NS(=O)(=O)c1ccc(CCNC(=O)CNC(=O)c2ccc(Oc3ccccc3)cc2)cc1
  -6.6%	-6.8%	6.8%	1.7	-0.1	-2.4%	-12.5%	-0.1	1.0
CN1CCN(CCC(=O)Nc2cccc(F)c2)CC1
  -15.0%	4.4%	0.1%	0.4	17.7	-1.3%	8.0%	/	6.1
CCN(c1cccc(C(F)(F)F)c1)S(=O)(=O)c1ccc2c(c1)CCN2C(C)=O
  -5.5%	-35.1%	15.8%	-3.0	-61.8*	0.9%	?	1.2	0.2
Cc1cc(NC(=O)c2c(Cl)cnn2C)no1
  0.2%	-18.5%	-7.2%	-0.1	-71.3*	4.6%	10.4%	-1.5	0.8
COc1ccc(CCNCC(=O)Nc2ccc(C)c(S(=O)(=O)N(C)C)c2)cc1
  ?	-2.9%	1.1%	-4.2	-52.0*	-12.5%	-24.6%	2.9	-19.9
CC(C)C[C@H]1CNC(=S)N1CC1CCCN1C[C@H](CC(C)C)N1C[C@H](CC(C)C)N(CCc2ccccc2)C1=S (stereo not given in full)
  2.3%	16.1%	3.6%	-0.8	?	-2.7%	0.7%	0.6	-37.9
CC1=C(C(=O)Nc2cccnc2)C(c2ccc(C(C)C)cc2)n2ncnc2N1 (stereo not given)
  -3.4%	1.0%	1.4%	-1.3	1.7	-2.1%	4.7%	5.0	-3.7
COc1ccccc1N(C)S(=O)(=O)c1ccc(C(=O)OC(C)C(=O)NCc2ccc3c(c2)OCO3)cc1 (stereo not given)
  -1.0%	5.4%	20.3%	-4.8	10.0	-2.0%	?	0.5	1.5
C[C@H](CO)N1C[C@H](C)[C@@H](CN(C)S(=O)(=O)c2ccc(Cl)cc2)OCc2cnnn2CCCC1=O
  -9.2%	-0.2%	-1.5%	2.1	27.2	-6.0%	6.0%	3.7	3.8
CCOC(=O)C1Nc2ccc(C)cc2C2C=CCC12 (stereo not given)
  -7.4%	-7.2%	6.0%	0.3	0.0	-29.2%	18.0%	?	-2.3
O=C(CSc1nc2ccccc2c(=O)n1CCCN1CCOCC1)Nc1ccc2c(c1)OCO2
  -24.8%[57.1 µM]	5.5%	11.0%	-0.7	-4.0	-4.0%	7.6%	1.5	5.7
C=CCSc1nc(N)c(C#N)c(-c2ccc(C)cc2)c1C#N
  -3.2%	-6.8%	-0.3%	-0.4	-13.4	-2.2%	?	-5.0	1.3

# Screens deposited in PubChem by National Center for Advancing Translational Sciences (NCATS).
